Screening results from PubChem BioAssay.
GLP-1R inv ag – inverse agonists of human GLP-1 receptor; P43220; HEK293 GLP-1R CRE-luciferase, luminescence, 24 h; GLP-1R form is constitutively active; Potency, µM (series often up to 38.3 µM), for inactives: at the highest dose activity change, negative = inhibition, usual class: inhibitors; 410,000 compounds, 1.6% hits; note: potency is the fitted concentration of half-maximal effect; % is set by controls: 0 for no effect and ±100 for the full control effect; nearly all actives have a fitted effect of over 55% in size
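Constitutively active GLP-1R drives a cAMP-responsive luciferase in stably transfected HEK293 cells; test compounds are added after overnight (12 h) attachment and left 24 hr, and signal loss in luminescence marks inhibition.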
PLK1 PBD inh – inhibitors of human PLK1 polo-box domain binding; P53350; Potency, µM, for the others: max response, negative = inhibition, usual class: inhibitors; AID 720504; 360,000 compounds, 2.8% hits; Plk1 PBD binding of FITC phosphopeptide, fluorescence polarization; note: potency is the fitted concentration of half-maximal effect; series mostly up to about 57 µM; % is set by controls: 0 for no effect and ±100 for the full control effect; nearly all actives have a fitted effect of over 65% in size
Target sequence (P53350 whole entry, looked up, the tested form may be a part): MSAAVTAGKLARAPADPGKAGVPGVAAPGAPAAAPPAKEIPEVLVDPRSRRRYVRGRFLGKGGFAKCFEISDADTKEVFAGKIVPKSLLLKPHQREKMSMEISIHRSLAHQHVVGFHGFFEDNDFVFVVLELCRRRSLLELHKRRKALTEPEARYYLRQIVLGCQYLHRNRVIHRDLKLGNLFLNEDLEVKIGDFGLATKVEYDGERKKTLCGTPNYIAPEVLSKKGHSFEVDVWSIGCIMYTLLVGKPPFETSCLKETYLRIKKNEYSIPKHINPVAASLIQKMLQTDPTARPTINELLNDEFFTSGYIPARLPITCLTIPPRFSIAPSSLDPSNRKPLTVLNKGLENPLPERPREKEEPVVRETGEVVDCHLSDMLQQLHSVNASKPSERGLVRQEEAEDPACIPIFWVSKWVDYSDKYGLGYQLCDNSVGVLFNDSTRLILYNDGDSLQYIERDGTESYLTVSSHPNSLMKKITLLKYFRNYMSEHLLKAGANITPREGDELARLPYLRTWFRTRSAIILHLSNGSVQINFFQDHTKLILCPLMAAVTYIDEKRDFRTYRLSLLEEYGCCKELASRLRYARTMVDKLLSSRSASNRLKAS
PI5P4Ka inh – PI5P4K alpha (human) kinase inhibition; P48426; PI5P4Kalpha enzyme, ADP-Glo luminescence, 60 min; stronger effect = lower value; max response, %; 330,000 compounds, 1.2% hits; AID 652105; active = max response of -50% or lower; inconclusive = between -30% and -50%; inactive = -30% or higher; note: value at the top dose of about 77 µM; % is set by controls: 0 for no effect and ±100 for the full control effect
Target sequence (P48426 whole entry, looked up): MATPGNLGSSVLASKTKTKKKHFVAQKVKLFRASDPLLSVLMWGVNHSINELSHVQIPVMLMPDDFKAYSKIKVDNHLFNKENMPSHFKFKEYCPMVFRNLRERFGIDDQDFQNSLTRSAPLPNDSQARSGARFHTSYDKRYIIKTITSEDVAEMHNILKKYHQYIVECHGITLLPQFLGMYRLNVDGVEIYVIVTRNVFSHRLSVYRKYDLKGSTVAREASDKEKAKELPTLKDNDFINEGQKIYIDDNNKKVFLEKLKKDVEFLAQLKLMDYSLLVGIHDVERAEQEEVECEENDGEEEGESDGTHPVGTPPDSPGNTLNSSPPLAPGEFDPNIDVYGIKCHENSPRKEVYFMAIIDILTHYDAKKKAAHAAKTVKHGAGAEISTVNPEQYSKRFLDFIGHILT
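Controls without substrate or without enzyme flank wells where PI5P4Kalpha converts substrate using 5 microM ATP (final). Incubation lasts 60 minutes at room temperature; ADP formed is read by ADP-Glo luminescence.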
DRD3 agonist – D3 dopamine receptor (human) agonism | P35462 | D3R DiscoveRx beta-arrestin cells, luminescence, 90 min | max activation, % | 410,000 compounds, 0.58% hits | AID 652048; in the data active = max activation above about 30%; note: 0% is about no effect; mostly tested at two doses, the higher about 12 µM
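Agonist-mode cell screen: cells plated at 1500/well and incubated overnight at 37 °C, then exposed to library compounds for 90 min at 37 °C. Detection reagent was added for 30–60 min at room temperature, and luminescence was read.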
DRD3 antagonist – D3 dopamine receptor (human) antagonism. P35462. D3R cells, DiscoveRx beta-arrestin luminescence, antagonist mode; stronger effect = lower value. max response, negative = inhibition, %. 360,000 compounds, 2.5% hits; in the data active = max response below about -50%; inconclusive = no clear call, values can overlap the other calls; note: % is set by controls: 0 for no effect and ±100 for the full control effect; mostly tested at two doses, the higher about 12 µM
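Cells expressing the human receptor were seeded at 1500 cells/well, incubated overnight at 37 degrees C in 5% CO2, then exposed to library compounds with dopamine controls for 90 minutes at 37 degrees C before luminescent detection.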
IL2 activator – IL-2 activation | AID 652025 | 360,000 compounds, 0.065% hits | activation, % (series mostly up to about 46 µM) | IL-2 activation reporter assay, cell-based qHTS; stimulated with anti-CD3/CD4/CD28 beads; in transgenic mouse T cells; in the data active = activation above about 50%; inconclusive = mostly about 30% to 49%; note: 0% is about no effect
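Readout: EGFP and DsRed signals by fluorescent plate cytometry. Unstimulated transgenic mouse T cells received compound 60 min before antibody-bead stimulation, then incubated 18 h at 37 degrees C.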
GLP1R cytotox – cytotoxicity in counter-screen for GLP-1R inverse agonists | HEK293 cAMP-luciferase reporter cells, luminescence, 24 h | Potency, µM (titrated, usually from 38.3 µM), inactives show at the top dose activity change, negative = inhibition, actives largely listed as inhibitors | 410,000 compounds, 0.13% hits;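 note: loss of luciferase light is scored as toxicity; potency is the fitted concentration of half-maximal effect; % is set by controls: 0 for no effect and ±100 for the full control effect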
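Luminescence readout: signal drop marks cytotoxicity. Plated cells grew 12 h at 37 °C, 5% CO2, received 23 nL compound for 24 h, then got luciferase reagent, read after 12 min at RT.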
WRN inhibitor – blocks human WRN helicase; 360,000 compounds, 0.46% hits; WRN helicase unwinding, fluorescent forked duplex, kinetic; Q14191; AID 651768; Potency, µM (top dose mostly 114 µM), inactives show at the top dose activity change, negative = inhibition, actives largely listed as inhibitors; note: potency is the fitted concentration of half-maximal effect; % is set by controls: 0 for no effect and ±100 for the full control effect; nearly all actives have a fitted effect of over 55% in size
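Primary qHTS, 1536-well format. 20 nM WRN + compound, 15 min RT; start with 100 nM forked fluorophore/quencher duplex, 2 mM ATP (final); kinetic read ex 525/em 598 nm.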
GLP-1R agonist – GLP-1 receptor (human) agonism; P43220; HEK293 GLP-1R CRE-luciferase, luminescence, 4-6 h; cells express a hypersensitive GLP-1R form; Potency, µM (titrated, usually from 45.6 µM), for the others: at the highest dose activation, actives largely listed as activators; 380,000 compounds, 0.007% hits; note: potency is the fitted concentration of half-maximal effect; % of control where 0% means no effect
* = called active by the depositor; ? = inconclusive; . = no result given; [ ] = remark or other dose. Unless noted, calls come from the whole dose curve; as a rule, active = well fitted curve in the direction sought with a large enough effect; inconclusive = small, poorly fitted or top-dose-only effect, or another doubt; inactive = no such curve, though single readings can be large; an effect the other way counts as inactive or inconclusive.

entry | Compound | GLP-1R inv ag | PLK1 PBD inh | PI5P4Ka inh | DRD3 agonist | DRD3 antagonist | IL2 activator | GLP1R cytotox | WRN inhibitor | GLP-1R agonist
1 | O=C(Cc1ccccc1Cl)N1CCN(c2ccccn2)CC1 | 3%[0.307 µM] | -15% | -4 | -6 | -7 | 0.4 | 0%[0.307 µM] | 6% | -1%
2 | Cc1ccccc1CC(=O)NCCN1CCOCC1 | 4% | -1% | 1 | -1 | 10 | -0.2 | -6% | -7% | -6%
3 | CN(CC(=O)NC1CCCCCCC1)S(=O)(=O)c1cccc2cccnc12 | -27% | 0% | 0 | 2 | 3 | -0.6 | ? | -5% | -1%
4 | Cc1cc(NC(=O)COc2ccc3ccccc3c2Br)no1 | 22% | -6% | -1 | 3 | -2 | -0.9 | -1% | 3% | -4%
5 | CCOC(=O)N1CCC(Nc2cccc(SC)c2)CC1 | -6% | -6% | . | 10 | 4 | 1.2 | -12% | 3% | -1%
6 | O=C(Cn1ncc2c(=O)oc3ccccc3c21)NCCN1CCN(c2ccccc2F)CC1 | 5% | -5% | 9 | -9 | ? | -1.0 | 1% | -3% | 2%
7 | COc1ccc(/C(=C/Nc2cccc(Br)c2)C(C)=O)cc1OC | ? | 27µM* | 12 | -22 | -20 | 1.3 | 6% | -1%[57.1 µM] | 2%
8 | Cc1cc(Nc2ccc(Br)cc2F)n2ncnc2n1 | 8% | 1% | -1 | 4 | 12 | -1.9 | -9% | -2% | -5%
9 | COc1ccc(N2C(=NC(=O)C3CCCO3)SC3CS(=O)(=O)CC32)cc1 (configuration not stated) | 6% | 0% | 2 | 9 | 5 | -3.4 | -9% | 2% | -3%
10 | CC(=O)N(CCCN1CCOCC1)Cc1ccncc1 | 23% | 30µM* | 5 | -2 | 0 | 0.5 | 8% | -6% | -5%
11 | O=C1c2cc(Cl)ccc2OC2(CCNCC2)C12CC(c1ccc(Cl)cc1)=NO2 (configuration not stated) | ? | -7% | 21 | 0 | -28 | 0.1 | -13% | -9% | 17%
12 | COc1cccc(C(=O)NNC(=O)C(=O)Nc2ccc(OC)cc2OC)c1 | -12% | -12% | 1 | -7 | -8 | 0.7 | -4% | -20% | -2%
13 | O=C(N/N=C/c1cccc(Oc2ccccc2)c1)c1cccc(O)c1 | ? | -6% | 0 | 1 | -2 | -3.3 | ? | -8% | 14%
14 | Cc1ccc(S(=O)(=O)Nc2ccc(NC(=O)CN3CCCCC3)c(Cl)c2)cc1 | -52% | 2% | 0 | 0 | -9 | 0.2 | 4% | -6% | 11%
15 | COc1ccc(C2CC(=O)N3CN(c4ccc(C)c(Cl)c4)CSC3=C2C#N)cc1 (configuration not stated) | -8% | 24µM* | -69* | 5 | -12 | 0.0 | -11% | -1% | 10%
16 | Cc1cccc(N2CCN(Cc3cc(=O)n4ccsc4n3)CC2)c1C | ? | -6% | -12 | -13 | 8 | -0.5 | -19% | 16% | -1%
17 | Cc1ccc(S(=O)(=O)Oc2ccc(/C=N/N=C3/NC(=O)C(CC(=O)O)S3)cc2)cc1[N+](=O)[O-] (configuration not stated) | 13% | -17% | -17 | 2 | 4 | -2.4 | 4% | ? | 5%
18 | COc1ccc(C=O)cc1Cn1ccnc1 | 4% | -2% | -4 | -1 | -23 | -0.5 | 4% | 0% | -6%
19 | O=P(Nc1ccccc1)(Nc1ccccc1)c1ccccc1 | -12% | 7% | -4 | -2 | 0 | -2.0 | -2% | -9% | -8%
20 | COc1ccc(CNC(=O)C(=O)NCC2OCCCN2S(=O)(=O)c2cccs2)cc1 (configuration not stated) | 8% | 0% | -27 | 1 | 6 | -2.3 | 0% | -3% | -8%

The list continues.
entry | Compound | GLP-1R inv ag | PLK1 PBD inh | PI5P4Ka inh | DRD3 agonist | DRD3 antagonist | IL2 activator | GLP1R cytotox | WRN inhibitor | GLP-1R agonist
21 | Cc1ccc(NC(NC(=O)c2cccs2)C(Cl)(Cl)Cl)cc1 (configuration not stated) | ? | 0% | 13 | -5 | -9 | 4.4 | -3% | -3% | -11%
22 | Cn1c(N)c(-c2ccccc2)c2ccc([N+](=O)[O-])cc2c1=O | 27% | 26% | 3 | -9 | -23 | 3.4 | -5% | -19% | 18%
23 | CSc1nnc(NC(=O)c2cccc(S(=O)(=O)N3CCOCC3)c2)s1 | 3% | 0% | -3 | 1 | -2 | -2.7 | -9% | -14% | 7%
24 | CC1CC(C)CN(CC(O)COCc2ccccc2)C1 (configuration not stated) | 15% | -16% | 1 | -1 | 2 | -2.7 | 4% | 15% | -3%
25 | Cc1ccc(NC(=O)C2CCN(C(=O)c3ccco3)CC2)cc1C | 11% | -8% | -3 | -4 | -11 | -0.6 | 0% | -3%[57.1 µM] | 9%
26 | C/C(=N\NC(=O)COc1ccc(C)cc1[N+](=O)[O-])c1ccc2c(c1)OCCO2 | 13% | -5% | 8 | 2 | 12 | -3.0 | -5% | -27% | 1%
27 | COC(=O)c1ccccc1NC(=O)Nc1cccnc1 | 1% | -3% | 9 | -1 | -6 | -0.2 | 0% | -4% | -5%
28 | CCOC(=O)CSc1ccc2ccccc2n1 | -3% | -19% | -5 | -13 | -23 | 1.7 | 13% | 5% | -1%
29 | O=C(CSCc1ccc(Cl)cc1)NCC1CCCO1 (configuration not stated) | -12% | 1% | 1 | 2 | 5 | -1.7 | -5% | 10% | -6%
30 | Cn1c(=O)[nH]c(=O)c2c1nc(Br)n2CCCO | 15% | -10% | . | -4 | -16 | -0.9 | 22% | -13% | 0%
31 | COC(=O)Cn1cnc(=O)c(C#N)c1/C=C/N(C)C | 2% | -8% | -7 | -9 | -26 | 0.3 | 23% | -8% | 3%
32 | CCn1nc(NC(=O)C2CCCO2)c2cc3cccc(C)c3nc21 (configuration not stated) | -16% | 0% | 6 | 7 | 18 | -0.8 | 6% | 2% | 8%
33 | CC(=O)NCc1cc(-c2nn(C)c(=O)c3ccccc23)ccc1C | 72%[activator] | -7% | -1 | 0 | 2 | -5.3 | -2% | 2% | -2%
34 | Cc1ccc(OCCCCCCN2CCNCC2)c(Br)c1 | 2.8µM* | -2% | 23 | -14 | -4 | -1.1 | ? | -17% | -3%
35 | CCOC(=O)C1=C(C)c2ccccc2N(C(=O)OC)C1(C)C(=O)OCC (configuration not stated) | 10% | ? | -29 | 9 | 18 | -0.5 | -15% | 1% | 23%
36 | Cc1ccc(C(=O)NC(C(=O)Nc2cccc(S(N)(=O)=O)c2)C(C)C)cc1 (configuration not stated) | 0% | -17% | 2 | 1 | 0 | -3.0 | 15% | 1% | 9%
37 | CCOC(=O)C1=C(COC(=O)CCC(=O)c2ccc(C)cc2)NC(=O)NC1C (configuration not stated) | 8% | -2% | -17 | 5 | -2 | 0.4 | -2% | 8% | -2%
38 | CCCCN(CCCNc1ncnc2nc[nH]c12)c1ccccc1 | 10µM* | -17% | -3 | -4 | -4 | -1.6 | -9% | -3% | -1%
39 | COc1ccc2sc(C)[n+](C)c2c1 | 3% | -4% | -6 | 10 | 2 | -0.3 | -1% | -6% | 4%
40 | Cc1cc(C(=O)NC2CCCN(Cc3ccccc3F)C2)n[nH]1 (configuration not stated) | -13% | 0% | -6 | 1 | 1 | -2.2 | -17% | 3% | 3%

Further compounds
entry | Compound | GLP-1R inv ag | PLK1 PBD inh | PI5P4Ka inh | DRD3 agonist | DRD3 antagonist | IL2 activator | GLP1R cytotox | WRN inhibitor | GLP-1R agonist
41 | CN1CCN(NC(=O)CN(C)S(=O)(=O)c2cc(Cl)ccc2Cl)CC1 | -19% | -19% | 2 | -22 | -9 | 2.4 | 19% | 0% | 3%
42 | COc1ccc(C2=NN(C(=O)CSc3ncccn3)C(c3cccc(OC)c3OC)C2)cc1 (configuration not stated) | 19% | -1% | 3 | -3 | 7 | -3.7 | -11% | -7% | 22%
43 | COc1cccc(NC(=O)c2nnn(CCc3ccccc3)c2N)c1 | -29% | -6% | 2 | 3 | 0 | -1.3 | -1% | -2% | -3%
44 | CC(=O)c1c(COC(=O)c2ccco2)nc2ccccc2[n+]1[O-] | 6% | -1% | ? | 1 | 43 | 0.2 | -12% | -6% | 0%
45 | CN(CCC#N)c1ncnc2scc(-c3ccccc3)c12 | 72%[activator] | -3% | 2 | 6 | 0 | -0.5 | 36%[activator] | -2% | 5%
46 | CC(=O)Nc1cccc([N+](=O)[O-])c1 | 12% | -11% | -3 | 0 | -6 | -1.9 | -4% | -3% | 10%
47 | CCCNC(=O)C1(C)CCN(C(=O)COc2ccc(C(C)(C)C)cc2)C1 (configuration not stated) | 8% | 0% | 1 | -5 | -5 | 1.1 | 1% | 0% | -5%
48 | COc1cccc(CN2CCC(n3nccc3NC(=O)C3CC3)CC2)c1 | -1% | 1% | -5 | 1 | 5 | -1.5 | -14% | 3% | 9%
49 | COc1ccccc1C(C(=O)NC1CCCCC1)N(C(=O)c1csnn1)C1CC1 (configuration not stated) | -11% | 6% | 27 | -4 | 16 | 0.5 | 0% | 11% | 2%
50 | c1ccc2c(Nc3nncs3)c3ccccc3nc2c1 | -3% | 5% | -4 | -9 | -18 | -2.1 | -5% | -5% | 4%
51 | NC(=O)c1ccc(NC(=O)COC(=O)CCCc2c[nH]c3ccccc23)cc1 | 8% | -14% | 0 | -3 | 0 | -1.5 | -4% | -1% | -3%
52 | Cn1cc(Br)c(C(=O)Nc2c(F)c(F)c(F)c(F)c2F)n1 | 1% | -11% | 2 | -5 | ? | 0.9 | -1% | ? | 10%
53 | CCCN(CC1CC1)C(=S)NC(=O)c1cc(Br)ccc1Cl | -79% | -5% | 5 | 2 | 0 | -3.2 | 3.2µM* | -7% | -4%
54 | C/C(CC(=O)Nc1cccc(Br)c1)=N\NC(=O)c1ccc(O)cc1O | -22% | 2% | -11 | 3 | 3 | -4.5 | -32% | -8% | -5%
55 | O=C(NCCc1ccccc1)c1ccc(OCCOc2ccccc2)cc1 | 0% | -6% | . | -22 | 11 | -1.3 | 8% | -2% | -17%
56 | CC(C)c1ccc(OCC(=O)Nc2cc(-c3nc4ncccc4o3)ccc2Cl)cc1 | -2% | . | . | -10 | . | . | 5% | . | 1%
57 | Cc1ccc(C(=O)N2CCN(c3ccc(F)cc3)CC2)cc1S(=O)(=O)N1CCCCC1 | ? | -3% | -15 | -10 | -1 | -2.6 | 8% | ? | -2%

Rows are unselected; overall some 7.8% were active at least once.
